Rin1 Abl inh – blocks binding of human Rin1 to Abl; P00519+Q13671; TR-FRET Rin1/Abl binding, biochemical; inhibition, % at 7.35 µM; 360,000 tested, 0.4% active; AID 588664; in the data active = inhibition above about 5%, passing the limit was not always enough
bovine MsrA act – activators of bovine methionine sulfoxide reductase A | activation, % at 10.6 µM | 360,000 tested, 0.3% active | purified bovine MsrA, absorbance read-out; in the data active = activation above about 7.5%;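 note: 0% = vehicle and 100% = reference activator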
MT1-MMP act inh – MT1-MMP (human) activation inhibition; AID 651647; 360,000 tested, 0.061% active; P50281; HT1080 RFP-PRO-GFP cells, GFP/RFP ratio fluorescence, overnight; percent of plate control window, DMSO zero; GFP/RFP ratio change, % at 20 µM;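 active = GFP/RFP ratio change of at least 30% with cell ATP level not reduced by more than half and red fluorescence within 50% of control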; note: strong numbers were not always called active
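Compound: 20 µM single dose, 1% DMSO / System: HT1080 RFP-PRO-GFP cells / Controls: DMSO and RFP-L50D-GFP cell wells / Read-out basis: GFP/RFP fluorescence ratio / Schedule: overnight compound exposure at 37 °C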
Neddylation inh – cullin neddylation inhibition; P61081+Q13564; TR-FRET cullin neddylation, biochemical; calls only at 25 µM; 360,000 tested, 0.58% active; AID 651699; in the data active = inhibition above about 36%
Target sequence (P61081 whole entry, looked up): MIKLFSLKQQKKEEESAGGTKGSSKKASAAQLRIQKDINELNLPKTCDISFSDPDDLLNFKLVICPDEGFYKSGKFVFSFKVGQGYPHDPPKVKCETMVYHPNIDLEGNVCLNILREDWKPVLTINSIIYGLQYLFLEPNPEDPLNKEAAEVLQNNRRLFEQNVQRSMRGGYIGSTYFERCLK
Target sequence (Q13564 whole entry, looked up): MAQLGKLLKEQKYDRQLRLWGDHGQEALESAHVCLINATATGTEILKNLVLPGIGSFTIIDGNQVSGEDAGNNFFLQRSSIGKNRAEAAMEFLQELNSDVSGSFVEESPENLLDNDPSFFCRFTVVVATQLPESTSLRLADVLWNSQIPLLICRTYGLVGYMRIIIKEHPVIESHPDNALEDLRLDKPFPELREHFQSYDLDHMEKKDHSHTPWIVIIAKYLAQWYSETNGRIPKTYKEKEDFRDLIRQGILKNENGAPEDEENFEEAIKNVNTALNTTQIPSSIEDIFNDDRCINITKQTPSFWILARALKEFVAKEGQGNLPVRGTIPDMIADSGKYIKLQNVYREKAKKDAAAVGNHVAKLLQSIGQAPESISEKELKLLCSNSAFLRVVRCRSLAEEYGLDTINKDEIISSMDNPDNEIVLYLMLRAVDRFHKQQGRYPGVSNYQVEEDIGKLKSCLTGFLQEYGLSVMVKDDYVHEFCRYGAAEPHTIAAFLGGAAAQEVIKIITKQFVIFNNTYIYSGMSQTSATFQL
MsrA inh – inhibitors of bovine MsrA; 360,000 tested, 0.75% active; purified bovine MsrA, absorbance read-out; AID 651718; inhibition, % at 15.5 µM; in the data active = inhibition above about 4.5%;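 note: 0% = vehicle wells with enzyme and 100% = reference inhibitor wells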
FAS-TE inh – inhibitors of human fatty acid synthase thioesterase domain; inhibition, % at 15 µM; 360,000 tested, 0.67% active; P49327; AID 602261; recombinant FAS-TE, OMFH fluorogenic substrate, fluorescence endpoint;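 active = compounds whose normalised, plate-corrected inhibition of enzyme fluorescence in the single-dose primary screen is 50% or more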;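 note: 0% = DMSO with enzyme and 100% = substrate without enzyme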
SKN-1 block – blocks SKN-1 activity in C. elegans. inhibition, % at 21.8 µM. C. elegans VP596 Pgst-4::GFP/RFP ratio, acrylamide-induced, 24 h. 360,000 tested, 0.49% active;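 active = interference check ratio from 0.5 to 1.5 plus GFP to RFP signal ratio inhibition reaching or exceeding a fixed threshold, cut at about 30% in these data, passing the limit was not always enough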; note: some compounds called inactive have numbers as strong as hits
CendR NRP1 mod – modulators of CendR peptide binding to human neuropilin-1; O14786; inhibition, % at 25 µM; FAM-RPARPAR peptide binding to NRP-1, fluorescence polarization; AID 602438; 360,000 tested, 0.85% active;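 active = inhibition or corrected inhibition above about 18%, plus a signal ratio from 0.5 to 1.5, limit read from the data, passing the limit was not always enough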; note: strong numbers were not always called active
E coli Lon inh – inhibitors of E. coli Lon protease | inhibition, % at 7.94 µM | 360,000 tested, 0.42% active | P0A9M0 | AID 602123 | purified E. coli Lon protease, fluorescence polarization; in the data active = inhibition above about 13%, passing the limit was not always enough;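 note: 0% = enzyme with probe and DMSO and 100% = no enzyme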
Starred values were filed as active, the others as inactive. This is a random part of the collection; any-hit rate near 4.2%.

Screening COc1cc(/C=N/NC(=O)NC2CCCCC2)cc(OC)c1O returned Rin1 Abl inh 2, bovine MsrA act -4, MT1-MMP act inh 4, Neddylation inh inactive, MsrA inh 0.3, FAS-TE inh -2, SKN-1 block 2, CendR NRP1 mod 2 and E coli Lon inh 1.
`Cc1ccc(NP(=O)(c2ccc(N(C)C)cc2NC(=O)c2cccs2)N2CCOCC2)cc1Cl` (configuration not stated) gave Rin1 Abl inh -3, bovine MsrA act 1, MT1-MMP act inh -19, Neddylation inh inactive, MsrA inh 1.5, FAS-TE inh 16, SKN-1 block 14, CendR NRP1 mod -3 and E coli Lon inh 4.
`CC1CCCC(NC(=O)COC(=O)Cc2ccc(Br)cc2)C1C` (configuration not stated) gave Rin1 Abl inh 0, bovine MsrA act -4, MT1-MMP act inh 4, Neddylation inh inactive, MsrA inh 2.2, FAS-TE inh 17, SKN-1 block 3, CendR NRP1 mod 2 and E coli Lon inh 4.
`COc1ccccc1-c1nnc(SCC(=O)Nc2nc(-c3ccccc3)cs2)n1C` gave Rin1 Abl inh 5, bovine MsrA act -2, MT1-MMP act inh -6, Neddylation inh inactive, MsrA inh 0.4, FAS-TE inh 13, SKN-1 block 12, CendR NRP1 mod 10 and E coli Lon inh -1.
For COc1ccc(NC(=O)NC(C)c2ccncc2)cc1OC (configuration not stated) the results were Rin1 Abl inh 1, bovine MsrA act -6, MT1-MMP act inh 2, Neddylation inh inactive, MsrA inh -0.4, FAS-TE inh -8, SKN-1 block 0, CendR NRP1 mod -12 and E coli Lon inh -7.
Screening O=C(Nc1ccc(Cl)cc1C(=O)N1CCOCC1)c1ccco1 returned Rin1 Abl inh 2, bovine MsrA act -4, MT1-MMP act inh -1, Neddylation inh inactive, MsrA inh -0.3, FAS-TE inh -7, SKN-1 block 11, CendR NRP1 mod 2 and E coli Lon inh -7.
Screening C[C@H]1COC(=O)[C@H](CC(=O)OC(C)(C)C)C/C=C\C[C@@H](CC(=O)N[C@H](CO)Cc2ccccc2)C(=O)N1 returned Rin1 Abl inh 3, bovine MsrA act -6, MT1-MMP act inh 4, Neddylation inh inactive, MsrA inh 0.0, FAS-TE inh -1, SKN-1 block -3, CendR NRP1 mod 2 and E coli Lon inh -3.
COc1cc(NC(=O)C2C3CCC(O3)C2C(=O)O)cc(OC)c1 (configuration not stated) was read as Rin1 Abl inh 1, bovine MsrA act -1, MT1-MMP act inh 8, Neddylation inh inactive, MsrA inh -1.1, FAS-TE inh -4, SKN-1 block 7, CendR NRP1 mod 9 and E coli Lon inh 5.
O=C(CSc1nnc(-c2cccs2)n1-c1ccccc1)N1CCCc2ccccc21 was read as Rin1 Abl inh 4, bovine MsrA act -1, MT1-MMP act inh -2, Neddylation inh inactive, MsrA inh -0.8, FAS-TE inh 7, SKN-1 block 19, CendR NRP1 mod -10 and E coli Lon inh 1.
O=C(N/N=C/c1ccccn1)c1ccc(NC(=O)c2ccccc2Cl)cc1 was read as Rin1 Abl inh 1, bovine MsrA act -3, MT1-MMP act inh -1, Neddylation inh inactive, MsrA inh 0.1, FAS-TE inh -4, SKN-1 block 0, CendR NRP1 mod -4 and E coli Lon inh 9.
Screening COC(=O)c1cc(C(=O)Nc2cc(C)ccn2)cc([N+](=O)[O-])c1 returned Rin1 Abl inh -1, bovine MsrA act -12, MT1-MMP act inh -3, Neddylation inh inactive, MsrA inh -0.7, FAS-TE inh 3, SKN-1 block -15, CendR NRP1 mod 10 and E coli Lon inh 0.
For O=C(Nc1ccc(S(=O)(=O)N2CCOCC2)cc1)C1COc2ccccc2O1 (configuration not stated) the results were Rin1 Abl inh 0, bovine MsrA act 1, MT1-MMP act inh 3, Neddylation inh inactive, MsrA inh -0.8, FAS-TE inh 4, SKN-1 block -5, CendR NRP1 mod 8 and E coli Lon inh 1.
For CCOC(=O)C1(CC2CC2)CCN(S(=O)(=O)C[C@]23CC[C@H](CC2=O)C3(C)C)CC1 the results were Rin1 Abl inh -1, bovine MsrA act -1, MT1-MMP act inh 1, Neddylation inh inactive, MsrA inh 1.3, FAS-TE inh 0, SKN-1 block 10, CendR NRP1 mod 8 and E coli Lon inh 2.
COc1cc(CNc2ccc3[nH]c(=O)[nH]c3c2)ccc1OCC(=O)NC(C)(C)C was read as Rin1 Abl inh 5, bovine MsrA act -14, MT1-MMP act inh -14, Neddylation inh inactive, MsrA inh -0.6, FAS-TE inh -8, SKN-1 block -11, CendR NRP1 mod -1 and E coli Lon inh -9.
For COC(=O)c1ccsc1NC(=O)CN1CCN(c2ncccn2)CC1 the results were Rin1 Abl inh 6, bovine MsrA act -11, MT1-MMP act inh 1, Neddylation inh inactive, MsrA inh -0.7, FAS-TE inh -4, SKN-1 block -2, CendR NRP1 mod -9 and E coli Lon inh 1.
`Cc1cccc(N2CCN(C(=O)N3CCOCC3)CC2)c1C` gave Rin1 Abl inh 3, bovine MsrA act -7, MT1-MMP act inh 1, Neddylation inh inactive, MsrA inh 0.5, FAS-TE inh -10, SKN-1 block 0, CendR NRP1 mod 5 and E coli Lon inh 5.
Screening CCN(CC)CC#CC(O)(c1ccccc1)c1ccccc1 returned Rin1 Abl inh 0, bovine MsrA act -5, MT1-MMP act inh 1, Neddylation inh inactive, MsrA inh -0.8, FAS-TE inh -4, SKN-1 block 6, CendR NRP1 mod -15 and E coli Lon inh 4.
For CN1CC(=O)N(CC(=O)NCc2ccc(F)cc2)c2ccccc2C1=O the results were Rin1 Abl inh -5, bovine MsrA act -2, MT1-MMP act inh 5, Neddylation inh inactive, MsrA inh 1.0, FAS-TE inh -6, SKN-1 block 8, CendR NRP1 mod 2 and E coli Lon inh 6.
COC(c1ccc(Cl)cc1)(c1ccc(Cl)cc1)C(Oc1nccc(C)n1)C(=O)O (configuration not stated) was read as Rin1 Abl inh 3, bovine MsrA act -3, MT1-MMP act inh -1, Neddylation inh inactive, MsrA inh -1.2, FAS-TE inh -1, SKN-1 block 18, CendR NRP1 mod -8 and E coli Lon inh -21.
`CCOC(=O)c1ccc(S(=O)(=O)n2c(=O)oc3ccccc32)cc1` gave Rin1 Abl inh -1, bovine MsrA act -4, MT1-MMP act inh 2, Neddylation inh inactive, MsrA inh -0.8, FAS-TE inh 18, SKN-1 block -16, CendR NRP1 mod -16 and E coli Lon inh -8.
For OCC1OC(n2cnc3c(NCc4ccco4)ncnc32)C(O)C1O (configuration not stated) the results were Rin1 Abl inh 1, bovine MsrA act -1, MT1-MMP act inh 16, Neddylation inh inactive, MsrA inh 0.0, FAS-TE inh -8, SKN-1 block -11, CendR NRP1 mod -5 and E coli Lon inh -5.
`O=C(N/N=C/c1ccc(Cl)cc1Cl)C(=O)NC1CC1` gave Rin1 Abl inh 0, bovine MsrA act -5, MT1-MMP act inh 2, Neddylation inh inactive, MsrA inh -1.0, FAS-TE inh -6, SKN-1 block 6, CendR NRP1 mod -7 and E coli Lon inh 5.
`CCC(=O)N1CCc2cc(Br)cc(S(=O)(=O)NCc3ccccc3OC)c21` gave Rin1 Abl inh 0, bovine MsrA act -1, MT1-MMP act inh 2, Neddylation inh inactive, MsrA inh -0.2, FAS-TE inh 1, SKN-1 block 0, CendR NRP1 mod 13 and E coli Lon inh -2.
For COc1ccc(CNC(=O)COC(=O)CCN2C(=O)C3CC=CCC3C2=O)cc1OC (configuration not stated) the results were Rin1 Abl inh 2, bovine MsrA act -2, MT1-MMP act inh -1, Neddylation inh inactive, MsrA inh -0.2, FAS-TE inh -7, SKN-1 block 16, CendR NRP1 mod -17 and E coli Lon inh -7.
`Cc1cccc(Sc2nc(-c3ccccc3)ccc2C#N)c1` gave Rin1 Abl inh 2, bovine MsrA act 3, MT1-MMP act inh -1, Neddylation inh inactive, MsrA inh 2.9, FAS-TE inh 27, SKN-1 block 7, CendR NRP1 mod 5 and E coli Lon inh 6.
Cc1cccc(NC(=O)c2cc3c(=O)n4ccccc4nc3s2)c1 was read as Rin1 Abl inh 1, bovine MsrA act -1, MT1-MMP act inh 3, MsrA inh 3.7, FAS-TE inh -3, SKN-1 block 2, CendR NRP1 mod -6 and E coli Lon inh 2.
`O=C(Nc1ccc(OC(F)(F)F)cc1)Oc1ccccc1N1CCOCC1` gave Rin1 Abl inh 0, bovine MsrA act -6, MT1-MMP act inh -1, Neddylation inh inactive, MsrA inh -0.9, FAS-TE inh 7, SKN-1 block 0, CendR NRP1 mod -7 and E coli Lon inh -6.
`CC1CCc2sc(C(=O)NN)cc2C1` (configuration not stated) gave Rin1 Abl inh 0, bovine MsrA act -2, MT1-MMP act inh 1, Neddylation inh inactive, MsrA inh -0.6, FAS-TE inh -7, SKN-1 block 13, CendR NRP1 mod 1 and E coli Lon inh 0.
C[C@H]1CN([C@@H](C)CO)C(=O)CCCn2cc(nn2)CO[C@@H]1CN(C)C(=O)Nc1cccc(F)c1 was read as Rin1 Abl inh 2, bovine MsrA act -4, MT1-MMP act inh -1, Neddylation inh inactive, MsrA inh -0.1, FAS-TE inh -5, SKN-1 block 3, CendR NRP1 mod 3 and E coli Lon inh -2.
`CC1CCN(C(=O)CSc2nnc(-c3ccco3)o2)CC1` gave Rin1 Abl inh 0, bovine MsrA act -3, MT1-MMP act inh -1, Neddylation inh inactive, MsrA inh 0.0, FAS-TE inh -4, SKN-1 block -2, CendR NRP1 mod -2 and E coli Lon inh -3.
COC(=O)c1c[nH]c(=O)c2ccccc12 was read as Rin1 Abl inh 1, bovine MsrA act -1, MT1-MMP act inh 1, Neddylation inh inactive, MsrA inh 1.2, FAS-TE inh -5, SKN-1 block 0, CendR NRP1 mod 0 and E coli Lon inh 9.
Screening Cc1ccc(C(=O)NC2CC(C)(C)NC(C)(C)C2)cc1S(=O)(=O)N1CCCCC1 returned Rin1 Abl inh -1, bovine MsrA act -1, MT1-MMP act inh 1, Neddylation inh inactive, MsrA inh -1.1, FAS-TE inh -11, SKN-1 block 17, CendR NRP1 mod -7 and E coli Lon inh 4.
N#CC(Cc1cccs1)c1nc2ccccc2[nH]1 (configuration not stated) was read as Rin1 Abl inh 1, bovine MsrA act -2, MT1-MMP act inh -10, Neddylation inh inactive, MsrA inh -0.3, FAS-TE inh -6, SKN-1 block 1, CendR NRP1 mod -18 and E coli Lon inh -26.
`Cc1cc(NC(=O)CSc2nc3cc(Cl)ccc3s2)no1` gave Rin1 Abl inh -1, bovine MsrA act -9, MT1-MMP act inh 0, Neddylation inh inactive, MsrA inh -1.6, FAS-TE inh -4, SKN-1 block -16, CendR NRP1 mod -10 and E coli Lon inh -3.
For COc1cc(C#Cc2c(-c3cncn3C)n(C)c3ccc(Br)cc23)cc(OC)c1 the results were Rin1 Abl inh 1, bovine MsrA act -1, MT1-MMP act inh -12, Neddylation inh inactive, MsrA inh 0.1, FAS-TE inh 33, SKN-1 block -2, CendR NRP1 mod 1 and E coli Lon inh 6.
For CCOC(=O)c1c(/N=C/C2=C(O)CC(C)(C)CC2=O)sc(C)c1C the results were Rin1 Abl inh 0, bovine MsrA act -4, MT1-MMP act inh 2, Neddylation inh inactive, MsrA inh -0.4, FAS-TE inh 3, SKN-1 block -1, CendR NRP1 mod -103 and E coli Lon inh -7.
For C=CCc1ccc(OCc2ccc(C(=O)O)o2)c(OC)c1 the results were Rin1 Abl inh 1, bovine MsrA act -3, MT1-MMP act inh 4, Neddylation inh inactive, MsrA inh -0.7, FAS-TE inh -6, SKN-1 block -3, CendR NRP1 mod -11 and E coli Lon inh -6.

Reprinted at random: two compounds from above, in no set order.
`CC1CCc2sc(C(=O)NN)cc2C1` (configuration not stated) gave Rin1 Abl inh 0, bovine MsrA act -2, MT1-MMP act inh 1, Neddylation inh inactive, MsrA inh -0.6, FAS-TE inh -7, SKN-1 block 13, CendR NRP1 mod 1 and E coli Lon inh 0.
For COC(=O)c1ccsc1NC(=O)CN1CCN(c2ncccn2)CC1 the results were Rin1 Abl inh 6, bovine MsrA act -11, MT1-MMP act inh 1, Neddylation inh inactive, MsrA inh -0.7, FAS-TE inh -4, SKN-1 block -2, CendR NRP1 mod -9 and E coli Lon inh 1.

Source: PubChem BioAssay
